Screens as filed in PubChem.
TAAR1 antag – human TAAR1 antagonism; inhibition, % at 3 µM; CHO RD-HGA16 TAAR1, Fluo-8 calcium fluorescence, antagonist; AID 624466; hit rate 1.5% among 360,000;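 active means inhibition above a per-plate cutoff, the mean inhibition of test compounds on that plate plus 3 SD, cut at about 49% in these data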;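 further: 0% = DMSO plus EC80 beta-PEA response and 100% = DMSO alone without agonist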
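Material: RD-HGA16 CHO cells with stable hTAAR1 and Gα16; Dosing: single nominal final test compound concentration of 3 µM; Schedule: seeding 17-24 h prior, 75-min 37 °C, 30-min RT dye loading; Detection: kinetic Fluo-8 calcium fluorescence measurement; Measure: % inhibition from peak post-agonist over basal fluorescence ratio; Benchmarks: vehicle and agonist controls.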
OXTR potentiator – human OXTR potentiation. P30559. CHO-OTR cells, Fluo-8 calcium fluorescence, potentiator mode; 0% = oxytocin EC15, 100% = EC100. activation, % at 3 µM. hit rate 0.061% among 320,000. AID 2445;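 active means activation above that plate's cutoff, the mean activation of tested compounds plus 3 SD, cut at about 6.6% in these data, passing the limit was not always enough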;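 further: 100% uses oxytocin at 75 nM as the full agonist control; some results filed as inactive read as strong as hits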
Target sequence (P30559 whole entry, looked up): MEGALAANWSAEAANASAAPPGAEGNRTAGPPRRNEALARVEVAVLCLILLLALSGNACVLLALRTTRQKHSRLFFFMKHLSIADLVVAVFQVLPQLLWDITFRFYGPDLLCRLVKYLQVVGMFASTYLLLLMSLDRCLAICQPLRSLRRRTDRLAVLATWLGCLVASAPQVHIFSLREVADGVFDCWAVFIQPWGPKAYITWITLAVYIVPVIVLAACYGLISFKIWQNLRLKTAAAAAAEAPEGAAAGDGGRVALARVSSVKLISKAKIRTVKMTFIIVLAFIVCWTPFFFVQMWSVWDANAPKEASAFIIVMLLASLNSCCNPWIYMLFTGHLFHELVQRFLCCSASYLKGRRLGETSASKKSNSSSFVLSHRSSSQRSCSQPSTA
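Assay system: CHO cell line stably expressing human OTR | Also added: Oxytocin at about EC15, sub-maximal agonist stimulus | Times: Compound 6 min at room temperature before oxytocin, 100 s read | Measured by: Fluo-8 intracellular calcium fluorescence, ex 470-495, em 515-575 nm | Controls: EC15 oxytocin alone as 0%, 75 nM oxytocin as 100%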
CHRM1 agonist – human M1 muscarinic receptor agonism. CHO-K1 hM1, Fluo-8 calcium fluorescence, agonist mode; 0% DMSO, 100% acetylcholine EC100. AID 588814. activation, % at 3 µM. hit rate 0.33% among 360,000;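 active means activation above the run's mean compound activation plus 3 SD, cut at about 16% in these data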;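 further: peak over basal fluorescence ratio within a 140 s kinetic read after compound addition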
Target sequence (P11229 whole entry, looked up): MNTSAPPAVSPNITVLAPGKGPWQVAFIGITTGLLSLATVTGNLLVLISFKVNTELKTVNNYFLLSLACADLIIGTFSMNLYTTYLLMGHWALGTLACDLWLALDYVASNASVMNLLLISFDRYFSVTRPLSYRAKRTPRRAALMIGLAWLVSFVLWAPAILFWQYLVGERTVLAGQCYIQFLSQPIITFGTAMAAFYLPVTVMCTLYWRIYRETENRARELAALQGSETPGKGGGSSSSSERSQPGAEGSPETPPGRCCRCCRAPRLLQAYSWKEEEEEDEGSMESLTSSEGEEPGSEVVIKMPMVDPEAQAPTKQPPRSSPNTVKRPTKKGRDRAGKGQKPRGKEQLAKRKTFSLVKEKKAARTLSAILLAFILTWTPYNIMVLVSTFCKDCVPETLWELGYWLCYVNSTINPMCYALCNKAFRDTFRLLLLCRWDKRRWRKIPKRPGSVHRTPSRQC
TAAR1 ag – human TAAR1 agonism | CHO RD-HGA16 TAAR1, Fluo-8 calcium fluorescence; vehicle wells 0%, saturating PEA agonist 100% | activation, % at 3 µM | hit rate 0.99% among 360,000 | AID 624467;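 active means activation above the mean activation of all test compounds in the run plus 3 SD, cut at about 38% in these data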
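Test system: RD-HGA16 (CHO) cells co-expressing Gα16 and hTAAR1 / Benchmarks: DMSO vehicle as 0%, PEA at EC100 as 100% / Repeats: no replicates (n 1) / Measure: % activation from peak over basal fluorescence ratio, DMSO-to-PEA scaled / Timing: 17-24 h plating, Fluo-8 75 min 37 °C, 30 min RT / Technique: kinetic Fluo-8 calcium fluorescence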
OXTR ag – activates the human oxytocin receptor. P30559. CHO-OTR cells, Fluo-8 calcium fluorescence; normalized: DMSO 0%, oxytocin 100%. activation, % at 3 µM. hit rate 0.32% among 320,000;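 active means activation above the mean of all tested compounds plus 3 SD, cutoff set per screening run, cut at about 20% in these data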;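 further: peak over basal fluorescence ratio from a 100 s FLIPR kinetic read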
M1 antag – human CHRM1 antagonism | inhibition, % at 3 µM | P11229 | hit rate 1.3% among 360,000 | CHO-K1 hM1, Fluo-8 calcium fluorescence, ACh EC80 antagonist | AID 588852;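 active means percent inhibition above its own plate's cutoff, namely the mean of that plate's compound wells plus 3 SD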;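 further: peak over basal fluorescence ratio during 140 s after agonist addition; 0% = ACh EC80 plus DMSO and 100% = DMSO alone without agonist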
CHRM1 PAM – potentiates human M1 receptor response to acetylcholine; P11229; CHO-K1 hM1, Fluo-8 calcium fluorescence, ACh EC20; 0% = ACh EC20, 100% = maximal ACh; activation, % at 3 µM; hit rate 0.088% among 360,000; AID 588819; in the data active means activation above about 19%, passing the limit was not always enough
CHO parental Ca – counter-screen for OX1R antagonists: effect in parental CHO cells | parental CHO-K1, ATP-induced calcium, Fluo-8 fluorescence | hit rate 0.63% among 330,000 | inhibition, % at 5.6 µM | AID 463079;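 active means inhibition above that plate's mean sample inhibition plus 3 SD, cut at about 26% in these data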;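 further: 0% = ATP-challenged DMSO wells and 100% = DMSO wells without ATP; some compounds past the cut are filed as inactive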
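Test system: untransfected parental CHO cell line; also added: ATP stimulus; dosing: 5.6 µM, single dose; signal: calcium-sensitive Fluo-8 fluorescence; measure: percent inhibition of ATP-evoked calcium rise, normalized to controls; benchmarks: low control ATP plus DMSO, high control DMSO only; replication: one well per compound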
V1aR counter – activates human V1a receptor in oxytocin agonist counter-screen; CHO-V1R cells, Fluo-8 calcium fluorescence, agonist mode; 0% DMSO, 100% 3 nM vasopressin; AID 2797; hit rate 0.25% among 320,000; P37288; activation, % at 3 µM;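 active means activation above the mean activation of all tested compounds plus 3 SD, per screening run, cut at about 20% in these data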;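 further: signal is peak over basal fluorescence ratio across a 100 second FLIPR read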
* = called active by the depositor; x = not tested or not shown.

SMILES	TAAR1 antag	OXTR potentiator	CHRM1 agonist	TAAR1 ag	OXTR ag	M1 antag	CHRM1 PAM	CHO parental Ca	V1aR counter
COc1ccccc1C(=O)COC(=O)c1cccc(-n2cnnn2)c1	23	-10	-2	10	0.9	-2	-1	-24	3.0
Cc1ccc2c(c1)Oc1ccc(NC(=O)CCl)cc1C(=O)N2	-11	-6	-5	1	-1.3	-8	9	-4	-1.1
CC(=O)Nc1cnc(-c2cc(C)c(O)c(C)c2)cn1	-7	x	-1	1	x	-16	3	x	x
O=C(COC(=O)CNC(=O)c1ccco1)Nc1ncc(Cl)cc1Cl	-21	-6	-2	3	0.1	-8	7	12	0.8
CCOc1ccccc1NC(=O)CCNS(=O)(=O)c1cccc2nonc12	-16	-3	-4	3	1.4	-5	3	-17	0.1
Cc1cc(N(C)NC(=S)Nc2ccccc2)nc(C)n1	-8	-5	-1	3	1.1	-3	4	-15	1.8
Cc1nn(S(=O)(=O)c2ccccc2)c(C)c1Sc1ccc([N+](=O)[O-])cc1	42	-6	-4	14	-0.7	13	-14	8	0.2
COCCN=C1Sc2nc3ccc(C)cc3cc2CN1Cc1cccs1	-26	-10	-13	-1	-1.6	-12	9	-35	-0.6
C[C@@H]1CN([C@H](C)CO)S(=O)(=O)c2ccc(Br)cc2O[C@H]1CN(C)C(=O)C1CC1	-3	x	-3	3	x	-9	6	x	x
CN(C(=O)c1ccc(NC(=O)Cc2cccc(NC(=O)C3CCN(C(=O)C4CCCC4)CC3)c2)cc1)C1CCCC1	-9	-4	-5	6	-0.4	-15	8	-11	-0.8
O=C(CN(c1ccc(Cl)cc1)S(=O)(=O)c1ccccc1)N1CCN(c2ccccc2)CC1	-1	-5	-2	4	-1.4	-4	5	-6	0.2
O=S(=O)(Nc1cccnc1)c1cccc(Cl)c1	-16	-5	-4	7	-0.4	9	-3	-8	0.6
COc1ccccc1CNc1nc(NCCN2CCNC2=O)c2sccc2n1	19	x	-8	1	x	3	-15	x	x
COc1ccc(Nc2ncnc3sc(C)cc23)c(OC)c1	-12	5	-7	-2	-0.7	-3	-3	-12	-0.5
O=C(C1CCN(c2ncnc3c2sc2cccc(F)c23)CC1)N1CCCC1	-3	-3	x	-1	2.0	x	x	-14	2.2
Cc1coc(C)c1C(=O)Nc1ccc2ccccc2c1	-31	x	-4	5	x	19	-7	x	x
Cc1ccc(S(=O)(=O)N2CCC(C(=O)OCC(=O)NC3(C#N)CCCCC3)CC2)cc1C	-24	-5	-3	2	2.9	-2	0	-11	2.1
Cc1ccc(C(=O)c2cc(C)sc2N)cc1	-1	3	-9	6	-2.1	4	-4	-6	-1.4
CCCC(CCC)C(=O)NCCN1CCOCC1	-7	0	-4	9	0.1	-16	4	-11	0.9
CCCCc1ccc(NC2=NCC(=O)N2CCc2ccccc2)cc1	15	-6	-3	30	-2.5	-5	3	-3	-0.1
O=C(Nc1ccccc1-c1nc2ccccc2[nH]1)c1ccc(S(=O)(=O)N2CCCCC2)cc1	19	x	3	16	x	-7	14	x	x
CC(C)OC(=O)C(C#N)c1nc2ccccc2nc1N1CCN(Cc2ccccc2)CC1 (stereo not given)	28	-2	-1	31	-1.3	-44	-1	-17	0.0
COc1cc(/C=N/NC(=O)C(=O)NCC2CCCO2)ccc1OCC(=O)N1CCOCC1 (stereo not given)	-2	-1	-4	0	-1.6	-8	7	-14	-0.7
COCCN1CC(=O)N2C(c3cccc(OC)c3)c3[nH]c4ccccc4c3C[C@H]2C1=O (stereo not given in full)	3	-20	-3	8	1.5	-6	2	-16	6.9
Cc1nnc(SCC(=O)NNC(=O)c2ccco2)n1-c1cccc(Cl)c1	-14	-13	-3	9	0.6	3	1	-1	0.2
(further entries)
SMILES	TAAR1 antag	OXTR potentiator	CHRM1 agonist	TAAR1 ag	OXTR ag	M1 antag	CHRM1 PAM	CHO parental Ca	V1aR counter
COC(=O)c1sccc1NC(=O)Nc1ccc(C(C)=O)cc1	-3	x	-3	0	x	1	1	x	x
CCC(C)(C(=O)NC1CCCC1)N(C)C(=O)c1ccccn1 (stereo not given)	-21	-12	-5	7	-0.4	11	-2	-4	0.2
COc1ccccc1C(=O)n1nc(-c2cccnc2)nc1N	-13	-5	-3	6	-0.4	-9	5	-2	-0.9
CCN(CC)C(=O)C(=O)Nc1ccc(F)c(Cl)c1	5	-3	-6	4	0.3	0	8	-13	-0.3
CCCCc1ccc(NC(=O)COc2ccc(C(=O)Nc3ccccc3C)cc2)cc1	x	-5	x	x	-0.6	x	x	-10	1.3
Cc1ccc(C)c(N2CCN(C(=O)COc3cc(=O)n(C)c4ccccc34)CC2)c1	24	-5	0	10	3.4	14	-7	-5	3.8
CSc1nc2c(C)c(C)c(C)c(C)c2[nH]1	6	-5	-4	-1	-1.6	-6	4	-6	-0.2
COCCN(CC(=O)Nc1cccc(C)c1C)C(=O)Cn1cnc2ccccc2c1=O	10	x	-2	0	x	-4	4	x	x
C/C(=N\S(=O)(=O)c1ccc(C)cc1)NC(=S)Nc1ccc(C)cc1	1	3	-3	12	-0.1	-9	7	-7	0.6
COC(=O)Cn1c(=O)c2c(nc3n2CC(C)CN3CCc2ccccc2)n(C)c1=O (stereo not given)	-6	x	-5	1	x	21	-6	x	x
CC(NC(=O)c1ccc(Br)cc1)c1ccc2c(c1)CCCC2 (stereo not given)	1	-10	-7	1	-2.5	6	-11	-25	-0.2
CCC(=O)NCc1cc(-c2nn(C)c(=O)c3ccccc23)ccc1OC	1	0	-5	10	0.5	-5	6	-19	-0.2
CCOc1ccccc1-n1nnnc1SCC(=O)Nc1cc2oc3ccccc3c2cc1OC	-20	-1	-3	0	0.5	5	-2	-7	-0.8
Cc1cccc(NC(=O)N2CCCCCC2)c1C	-3	-12	0	-1	-0.9	-18	13	4	1.9
N/C(=N\OC(=O)/C=C/c1ccccc1)c1cccnc1	-14	-12	-5	6	0.3	-1	2	0	1.6
COc1ccc(C2C(C#N)=C(N)Oc3c2oc(CO)cc3=O)cc1 (stereo not given)	-3	-4	2	5	0.8	-20	14	1	0.2
Cc1cccc(C)c1NC(=O)CCCN1CC(C)OC(C)C1 (stereo not given)	-8	-4	-1	5	0.2	-17	3	1	2.0
CCC(C(=O)NC(C)CCc1ccco1)n1nc(C)n2c(cc3occc32)c1=O (stereo not given)	-1	2	-5	0	-2.1	-14	9	-30	-1.6
O=C(NCC1CCCO1)c1nn2c(C(F)(F)F)cc(-c3ccc(Br)o3)nc2c1Br (stereo not given)	3	-3	-4	3	0.2	-11	8	-3	0.3
Cc1cccc(NC(=O)c2ccccc2NC(=O)C2CCCCC2)c1C	-9	-1	-4	0	-1.5	7	-4	-19	-1.0
COc1cc(Br)c(CC(=O)NC2CC2)cc1OC	3	-4	-1	0	0.0	3	-2	-3	-0.3
COc1ccc(C)cc1NC(=O)c1sc2ncnc(N3CCN(c4ccccn4)CC3)c2c1C	8	-3	-3	1	11	-3	7	-5	0.9
CCOc1ccc(NC(=O)C2CCN(S(C)(=O)=O)CC2)cc1	4	-7	3	2	-0.4	-8	17	9	0.5
O=C(N[C@@H]1c2ccccc2CC[C@@H]1OCc1ccccc1)c1ccc(C(F)(F)F)cc1	-21	x	-5	5	x	-13	4	-10	x
CCC(C)(C)NC(=O)C(c1ccc(C)cc1)N(Cc1ccco1)C(=O)CCC(=O)Nc1nccs1 (stereo not given)	5	-10	0	5	-0.4	6	-6	-15	0.0
(further entries)
SMILES	TAAR1 antag	OXTR potentiator	CHRM1 agonist	TAAR1 ag	OXTR ag	M1 antag	CHRM1 PAM	CHO parental Ca	V1aR counter
O=S(=O)(c1ccccc1)C(/C=N\O)/C=C/c1ccccc1 (stereo not given)	0	-3	-10	0	-0.7	-7	4	-5	1.3
COc1ccc(C(=O)CNc2ccc(C)cc2C)cc1	-14	-2	-1	3	1.1	5	-5	-4	4.0
O=C1CCC(C(=O)OCc2nnc(-c3ccccc3)o2)=NN1	-21	-3	-4	1	0.1	-10	12	-3	0.7
COc1cccc(C(=O)CC(=O)C(=O)Nc2ccc([N+](=O)[O-])cc2C)c1	-18	-10	-4	5	-1.5	1	-7	-12	-0.5
O=C(/C=C/c1ccc2c(c1)OCCO2)c1ccccc1	-28	-4	1	2	-2.5	-22	14	-15	-1.8
NC(Cc1ccc(C(F)(F)F)cc1)c1csc(NC(=O)Nc2ccccc2Cl)n1 (stereo not given)	12	x	-1	26	x	-4	2	x	x
CC1=C(C)C(O)N(Cc2ccccc2)C1=O (stereo not given)	4	-5	-4	0	1.3	-7	5	2	0.8
CCc1nccn1S(=O)(=O)c1ccc2ccccc2c1	10	-2	-4	5	-0.6	1	8	-8	-1.0
C=C1CC(Cn2cc(Br)c(=O)[nH]c2=O)(c2ccc(-c3ccccc3)cc2)OC1=O (stereo not given)	68*	x	5	5	x	-7	18	x	x
CC1Oc2ccccc2N(Cc2ccccc2Cl)C1=O (stereo not given)	x	-3	-8	x	-1.2	2	0	-29	-1.6
O=C(NCc1ccccc1Cl)C(=O)NCC1OCCN1S(=O)(=O)c1ccc(F)cc1 (stereo not given)	1	-12	-2	-1	-0.8	-7	7	-10	1.0
CN(C(=O)CSc1nnc(N)s1)c1c(N)n(Cc2ccccc2)c(=O)[nH]c1=O	8	-13	1	0	-0.2	-36	9	-13	1.2
O=C(Nc1ccccc1)c1ccc(NC2CCCCC2)c(S(=O)(=O)N2CCOCC2)c1	6	-4	-4	11	0.9	4	4	-10	0.6
COc1cc2c(cc1OC)CN(C(=O)c1oc3ccccc3c1C)CC2	-4	0	4	-3	-1.3	-8	12	-13	0.4
CCCCOP(=O)(OCCCC)C1(C)CC(=O)CC(C)(C)C1 (stereo not given)	-9	x	0	0	x	5	-7	x	x
CC1CCCC(C)N1C(=O)Cn1cnc2cc([N+](=O)[O-])ccc2c1=O (stereo not given)	17	-12	-9	2	0.6	0	-3	-24	0.9
